Bioassay records (PubChem BioAssay)
Rac1 GTP hydrolysis – MgcRacGAP GTPase-activating activity inhibitors, confirmation, biochemical, ADP Hunter fluorescence; inhibition, % at 30 µM; hits with a dose series show IC50 in µM; MgcRacGAP-stimulated Rac1 GTP hydrolysis, ADP Hunter fluorescence; higher % means a stronger effect; GST-tagged Rac1 F28L mutant substrate; 0.6% of 340,000 active; AID 624330;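 active means first-screen hits whose inhibition reached a set limit at any dose in the follow-up dose series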;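 further: fluorescence reports GDP produced by GAP-driven GTP hydrolysis; strong numbers were not always called active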
RSV antiviral HEp-2 – inhibition of RSV-induced cytopathic effect – HEp-2 cells, primary 10 µM value included (AID 2391); one-dose CPE inhibition, % at 10 µM; IC50 in µM for titrated hits; 0.13% of 310,000 active; HEp-2 cells, RSV-induced CPE inhibition; higher % means a stronger effect; in the data active means a potency from the dose series; further: strong numbers were not always called active
T cell HTS – modulates CD8 T cell binding to vesicles; 0.068% of 330,000 active; AID 2052; 2C CD8+ T cell-vesicle binding, flow cytometry; stronger effect = lower value; calls only at 7 µM;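 active means response, share of CD8 T cells binding vesicles, and their 90th percentile fluorescence all below set limits, cut at about 80% in these data, passing the limit was not always enough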
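Test system: purified 2C TCR transgenic mouse naive CD8+ T cells. Probe or stimulus: QL9-peptide-loaded Drosophila micro-vesicles bearing Ld, ICAM-1 and B7-1. Incubation: binding step 1.5 h, 37 °C, antibody labelling 20 min, ice. Measured by: flow cytometry of vesicle-bound cells.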
UTI89 phage lysis – inhibition of K1F phage lysis, E. coli UTI89, bacterial capsule biogenesis inhibitors, alamar blue (AID 488966). E. coli UTI89 K1F phage lysis, alamar blue, 2 h; higher % means a stronger effect. inhibition, % at 100 µM, or IC50 in µM where a hit was titrated. 0.02% of 340,000 active;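 active means phage lysis inhibition, versus mean bacterial control, above a set limit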;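 further: capsule biogenesis inhibitors block K1F phage lysis so surviving cells raise fluorescence; higher fluorescence means more inhibition of phage lysis; actives were called in the ten point dose series up to 300 µM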
Large T inhibition – TAg ATPase/helicase activity blockers – biochemical (AID 1903). 0.39% of 310,000 active. one-dose inhibition, % at 20 µM; IC50 in µM for titrated hits. SV40 large T antigen ATPase/helicase inhibition assay; higher % means a stronger effect; in the data active means a potency from the dose series; further: strong numbers were not always called active
NS5 inhibitors – Dengue-2 NS5 methyltransferase inhibitors, primary screen, biochemical, confirmation dose response (AID 588689) | Dengue-2 NS5 methyltransferase capping enzyme assay, biochemical; higher % means a stronger effect | one-dose inhibition, % at 25 µM; IC50 in µM for titrated hits | 0.3% of 340,000 active; in the data active means a potency from the dose series
West Nile virus CPE – West Nile virus antiviral activity, cell-based, CPE readout (AID 1621); West Nile virus-infected cells, CPE inhibition; higher % means a stronger effect; CPE inhibition, % at 10 µM; hits with a dose series show IC50 in µM; 0.02% of 290,000 active; in the data active means a potency from the dose series; further: strong numbers were not always called active
NTR1 ag – NTR1-driven beta-arrestin-GFP spot formation – imaging, U2OS cells, high content, primary screen (AID 493036); agonist mode; activation, % at 20 µM; 0.17% of 330,000 active;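 active means activation at or above 40% of the spot to cytoplasm intensity ratio, with at least 20 cells analyzed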;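 further: 0% = DMSO without peptide and 100% = 100 nM NTR1 peptide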
Target sequence (P30989 whole entry, looked up): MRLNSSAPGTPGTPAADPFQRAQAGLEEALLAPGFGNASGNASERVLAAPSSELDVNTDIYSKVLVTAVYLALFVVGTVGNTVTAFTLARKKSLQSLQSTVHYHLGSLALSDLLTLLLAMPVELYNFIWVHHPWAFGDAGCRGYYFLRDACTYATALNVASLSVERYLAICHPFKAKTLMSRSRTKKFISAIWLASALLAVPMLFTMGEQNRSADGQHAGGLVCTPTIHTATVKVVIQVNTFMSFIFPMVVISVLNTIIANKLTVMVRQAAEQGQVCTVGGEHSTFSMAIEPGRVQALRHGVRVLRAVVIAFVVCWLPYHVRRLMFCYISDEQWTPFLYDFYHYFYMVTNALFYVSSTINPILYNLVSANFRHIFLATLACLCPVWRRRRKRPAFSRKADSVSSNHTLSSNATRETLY
PhoP inhibition – PhoP-dependent GFP reporter repression – Salmonella Typhimurium, primary screen (AID 1863); inhibition, % at 50 µM, or IC50 in µM where a hit was titrated; S. Typhimurium PhoP-regulated promoter GFP reporter, 4 h; higher % means a stronger effect; 0.16% of 300,000 active;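 active means inhibition over 29.93%, a cutoff 3 SD above the screen mean, later confirmed by dose response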;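 further: 0% = low Mg2+ inducing control and 100% = high Mg2+ repressing control; strong numbers were not always called active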
T cell HTS vesicle-bound % – second read-out of T cell HTS, no call of its own (marks repeat the call); double positive events, %; measured here: CD8+ vesicle-bound cell fraction;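 binding gate set so that unloaded-vesicle control wells show 10% double positive cells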
NTR1 ag cell count 20 µM – also measured in NTR1 ag; calls as there; cell count; measured here: cell count, cytotoxicity flag
NS5 inhibitors pilot replicate – second read-out of NS5 inhibitors, no call of its own (marks repeat the call); inhibition, %; measured here: pilot screen replicate inhibition
An asterisk follows results filed as active; i = inactive; . = no result given; [ ] = remark or other dose.

SMILES	Rac1 GTP hydrolysis	RSV antiviral HEp-2	T cell HTS	T cell HTS vesicle-bound %	UTI89 phage lysis	Large T inhibition	NS5 inhibitors	West Nile virus CPE	NTR1 ag	NTR1 ag cell count 20 µM	PhoP inhibition	others
CC(=O)C1=NOC(CNc2ncc(C(F)(F)F)cc2Cl)C1 (centres undefined)	1%	0.7%	i	57	-0.9%	1%	-1%	-0.5%	3.9	28	2%
O=C(N[C@@H]1C/C=C\C[C@H](CC(=O)N(CCO)Cc2ccccc2)C(=O)N[C@@H](Cc2c[nH]c3ccccc23)COC1=O)OCC1c2ccccc2-c2ccccc21	10%	.	i	8	0.1%	.	-5%	.	1.5	58	.	NS5 inhibitors pilot replicate=-4.3
CC1CCCCN1C(=O)Cn1nnc(-c2cccnc2)n1 (centres undefined)	2%	0.3%	i	36	2.1%	2%	10%	-0.1%	-0.9	38	-3%
O=S(=O)(c1ccc(Br)cc1)N1CCC(c2nc3ccccc3[nH]2)CC1	1%	2.5%	i	37	-0.2%	5%	-5%	0.7%	-1.6	44	0%
CCN1CCN(C(=O)CCNC(=O)Cn2cnc3ccccc3c2=O)CC1	4%	0.8%	i	29	0.5%	2%	-2%	0.3%	1.0	36	-2%
COc1cc(S(=O)(=O)N(Cc2cccnc2)Cc2cccc(OC)c2OC)ccc1-n1cnnn1	7%	0.1%	i	31	-0.1%	16%	-11%	-0.3%	1.4	66	-4%
CC(=O)Nc1cccc(NC(=O)CSc2nc(C)c(C)c(C)c2C#N)c1	3%	6.3%	i	36	0.6%	9%	1%	0.2%	0.2	82	-6%	NS5 inhibitors pilot replicate=-0.1
CCCC(=O)Nc1cccc(NC(=O)c2ccccc2Br)c1	5%	0.3%	i	47	-1.6%	6%	-11%	.	-0.1	90	5%
O=C(CCC(=O)OCC(=O)c1cccc([N+](=O)[O-])c1)Nc1ccccc1Cl	3%	-0.3%	i	28	0.3%	4%	-5%	0.1%	0.9	82	1%	NS5 inhibitors pilot replicate=-4.9
COC(=O)C1=CN(C(C)C)C=C(C(=O)OC)C1c1cc(Br)c(OC)c(OC)c1	4%	2.5%	i	51	i	7%	-10%	0.2%	2.1	91	4%
c1cc(-c2nsc(-c3ccncc3)n2)ccn1	16%	.	i	17	0.1%	23%	4%	0.1%	1.3	43	-5%
CCC(C)(C(=O)NC1CCCC1)N(C(=O)CNC(C)=O)c1ccc(C)cc1 (centres undefined)	3%	0.6%	i	45	-0.3%	8%	3%	-1.0%	-0.6	63	-3%
COc1cc(NC(=O)c2cc3c(=O)n(C)c4ccccc4c3n2C)cc(OC)c1OC	-4%	-0.8%	i	57	-1.3%	9%	-3%	0.1%	0.6	51	16%
CN(CC(=O)N1CC(=O)N(CCc2ccccc2)C(=O)C1)S(=O)(=O)c1cccc2nsnc12	1%	0.8%	i	20	-0.4%	14%	4%	-0.2%	1.5	59	-3%
COCCN(CC(=O)Nc1ccccc1C(F)(F)F)C(=O)c1ccc(-n2cccn2)cc1	-1%	0.2%	i	36	-0.1%[50 µM]	.	-7%	.	6.0	49	.
CCOC(=O)Cn1nc(-c2ccccc2)c2ccccc2c1=O	4%	2.9%	i	6	0.3%	4%	-3%	1.1%	0.6	57	2%
Cc1nc(-c2nc(CC(=O)NNC(=O)c3ccc(Cl)cc3)cs2)cs1	11%	1.6%	i	25	2.5%	6%	11%	0.1%	0.4	52	-4%
COc1cc(NC(=O)[C@H]2CCCN2S(=O)(=O)c2cccc3cccnc23)cc(OC)c1OC	1%	3.3%	i	29	0.1%	-1%	-6%	.	-1.2	88	-5%
CCOc1ccc(NC(=O)CSc2nnc(C)n2CCCOC)cc1	9%	0.8%	i	14	3.0%	18%	-2%	-0.1%	0.6	33	-4%
COc1ccc(CNC(=S)NCc2ccc(F)cc2)cc1	5%	-0.2%	i	69	0.1%	7%	6%	-0.7%	2.2	67	-3%

6 compounds out of the list, arranged by SMILES length, highest first.
SMILES	Rac1 GTP hydrolysis	RSV antiviral HEp-2	T cell HTS	T cell HTS vesicle-bound %	UTI89 phage lysis	Large T inhibition	NS5 inhibitors	West Nile virus CPE	NTR1 ag	NTR1 ag cell count 20 µM	PhoP inhibition	others
COc1cc(NC(=O)[C@H]2CCCN2S(=O)(=O)c2cccc3cccnc23)cc(OC)c1OC	1%	3.3%	i	29	0.1%	-1%	-6%	.	-1.2	88	-5%
COCCN(CC(=O)Nc1ccccc1C(F)(F)F)C(=O)c1ccc(-n2cccn2)cc1	-1%	0.2%	i	36	-0.1%[50 µM]	.	-7%	.	6.0	49	.
CCC(C)(C(=O)NC1CCCC1)N(C(=O)CNC(C)=O)c1ccc(C)cc1 (centres undefined)	3%	0.6%	i	45	-0.3%	8%	3%	-1.0%	-0.6	63	-3%
Cc1nc(-c2nc(CC(=O)NNC(=O)c3ccc(Cl)cc3)cs2)cs1	11%	1.6%	i	25	2.5%	6%	11%	0.1%	0.4	52	-4%
CCOC(=O)Cn1nc(-c2ccccc2)c2ccccc2c1=O	4%	2.9%	i	6	0.3%	4%	-3%	1.1%	0.6	57	2%
COc1ccc(CNC(=S)NCc2ccc(F)cc2)cc1	5%	-0.2%	i	69	0.1%	7%	6%	-0.7%	2.2	67	-3%

(more compounds)
SMILES	Rac1 GTP hydrolysis	RSV antiviral HEp-2	T cell HTS	T cell HTS vesicle-bound %	UTI89 phage lysis	Large T inhibition	NS5 inhibitors	West Nile virus CPE	NTR1 ag	NTR1 ag cell count 20 µM	PhoP inhibition	others
COc1cc(NS(=O)(=O)c2ccc(NC(=S)NC(=O)c3ccc(F)cc3)cc2)nc(OC)n1	5%	1.5%	i	18	-0.6%	5%	-7%	-0.1%	-0.7	31	1%
COc1cccc(CNS(=O)(=O)c2ccc(S(=O)(=O)N3CCCC3)cc2)c1	11%	0.2%	i	54	0.5%	7%	-2%	0.4%	1.9	33	-1%
Cc1cc(C(F)F)nn1CC(=O)N1CCSCC1	5%	2.7%	i	5	0.3%	3%	-2%	0.6%	-0.6	91	5%
CCOc1ccccc1N(CC(=O)Nc1cccnc1)S(=O)(=O)c1ccc(C)cc1	9%	6.4%	i	51	0.1%	8%	-16%	-0.4%	0.2	42	8%
CCOc1ccccc1N1CCN(C(=O)Nc2ccc(F)c(Cl)c2)CC1	5%	15%	i	39	0.0%	0%	-4%	-0.7%	3.8	71	-1%
COc1cccc(/C=C/C(=O)OCC(=O)NCc2ccc3c(c2)OCO3)c1	1%	.	i	38	0.8%[50 µM]	.	-3%	.	-1.9	47	.
CC(=O)N1N=C(c2cccs2)CC1c1cc2cc(C)ccc2nc1Cl (centres undefined)	6%	2.6%	i	40	7.3%	11%	-1%	-0.2%	19	62	-4%
Cc1cc(Cl)c(OCCCCN2CCOCC2)c(Br)c1	23%	-1.1%	i	9	0.5%	7%	3%	-0.5%	0.5	37	10%
Cc1nc(Nc2nc(CSc3nc4ccccc4[nH]3)cc(=O)[nH]2)nc2ccccc12	0%	-0.2%	i	38	0.2%	12%	1%	0.7%	11	67	22%
COCC(=O)n1nc(-c2ccc(C)cc2)nc1NCc1ccc(F)cc1	2%	.	.	.	0.1%	8%	1%	-0.5%	.	.	-5%
Cc1cccc(N=C2NC(=O)/C(=C/c3cccnc3)S2)c1	-2%	8.8%	i	34	-0.3%	8%	-10%	-0.1%	0.6	54	-6%
CCOc1ccc(C(=O)NC(=S)Nc2ccccn2)cc1[N+](=O)[O-]	6%	0.1%	i	48	0.0%	-2%	-1%	0.3%	-1.2	52	-1%
COc1cc(N)c(Cl)cc1C(=O)OCC(=O)NC(=O)NCc1ccco1	3%	.	i	37	-0.6%	.	2%	.	0.5	71	.
O=C1OCCN1C(=O)[C@H]1[C@H](c2ccccc2)C(c2cccc(Cl)c2)=NN1c1ccccc1	5%	.	.	.	0.2%	.	-4%	.	5.8	75	.	NS5 inhibitors pilot replicate=3.9
CCOc1ccc(NC(=O)CN(C)C(=O)C2COc3ccccc3O2)cc1OCC (centres undefined)	2%	.	i	56	-1.4%	.	-3%	.	3.4	62	.
COc1ccccc1CNCC(=O)Nc1ccc(C#N)cc1	32%	3.1%	i	56	0.1%	10%	-5%	-0.5%	-1.0	78	10%
CCn1c(CCNC(=O)c2cccs2)nnc1SCC(=O)Nc1ccc(Cl)cc1	6%	10%	i	51	3.1%	6%	-1%	-0.1%	0.1	89	8%
CCC(=O)NC(C)c1cc(Cl)c2cccnc2c1O (centres undefined)	7%	-2.2%	i	36	-0.1%	.	-2%	.	8.8	52	.
O=C(Nc1cccc2ccccc12)C1CCN(C(=O)Cc2ccccc2)CC1	-1%	2.2%	i	39	2.6%	0%	3%	-0.3%	-1.1	23	2%
O=C(O)CCCC(=O)N1CCc2cc(S(=O)(=O)NCc3ccccc3)ccc21	7%	-1.8%	i	20	0.1%	-2%	-8%	-0.6%	-0.1	41	1%
CCCc1[nH]nc2c1C(c1cn[nH]c1-c1ccc(F)cc1)C(C#N)=C(N)O2 (centres undefined)	13%	5.1%	i	38	-0.2%[50 µM]	22%	-2%	0.1%	7.6	56	10%
O=C(Cc1ccccc1)Nc1ccc(Br)c(Cl)c1	3%	18%	i	42	1.9%	4%	-2%	-0.7%	2.3	45	-6%
COc1ccccc1N(CC(=O)N1CCC(C(N)=O)CC1)S(=O)(=O)c1ccccc1	2%	-0.1%	i	26	0.1%	7%	3%	0.3%	-1.4	36	-5%
CC(NC(=O)N1CCOCC1)c1ccccc1 (centres undefined)	8%	2.2%	i	43	0.0%	1%	-3%	0.1%	2.7	53	3%	NS5 inhibitors pilot replicate=-0.3
CCC(C)NC(=O)CCCc1ccccc1 (centres undefined)	15%	1.3%	i	42	1.1%	13%	-1%	0.0%	-0.1	56	-4%
O=[N+]([O-])c1ccc(-c2ncc(-c3ccc(Br)cc3)o2)cc1	6%	.	i	55	-0.8%	4%	8%	0.0%	8.0	52	-2%
CC(c1ccccc1)n1c(S(=O)(=O)O)nc2ccccc21 (centres undefined)	8%	1.4%	i	6	-0.2%	8%	5%	0.4%	1.3	37	-2%
CCCSc1nnc(CNC(=O)C23CC4CC(CC(C4)C2)C3)n1Cc1ccccc1	10%	5.4%	i	45	1.6%	6%	-6%	.	9.8	43	-14%
O=[N+]([O-])c1cc(/C=N/Nc2nc(N3CCCCC3)nc(N3CCCCC3)n2)ccc1O	10%	8.8%	i	49	2.0%[50 µM]	21%	9%	-0.8%	1.4	65	-11%
COc1ccc(C(=O)NCCONC(=O)c2ccc(OC)cc2)cc1	4%	0.2%	i	18	-0.2%[50 µM]	7%	-2%	-0.3%	-0.6	57	-2%
COc1ccc(CCNC(=O)c2ccc(S(=O)(=O)N(C)c3ccccc3)cc2)cc1OC	8%	18%	i	29	0.1%	12%	-6%	-0.9%	1.3	39	-2%
COC(=O)[C@]1(C)N[C@H](CN(C)C(=O)COc2ccccc2)[C@@H]2C(=O)N(C)C(=O)[C@@H]21	0%	.	i	6	-0.2%	.	-6%	.	-0.1	54	.	NS5 inhibitors pilot replicate=-4.5
CCc1ccc(N2C(=O)C(Cl)=C(N3CCCCCC3)C2=O)cc1	11%	0.9%	i	35	2.2%[50 µM]	5%	-5%	-0.9%	11	105	-2%
